Screening data from PubChem.
b-catenin transl: modulators of beta-catenin nuclear translocation; HeLa beta-catenin nuclear translocation, immunofluorescence imaging; hit rate 0.3% among 190,000; nuclear translocation activity, % at 5 µM; AID 1665;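 active = nuclear translocation activity above 50% at 5 µM, with a well cell count of 50 or more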;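 note: per-cell ratio of nuclear to cytoplasmic median beta-catenin stain intensity; plate controls were DMSO negative control for no effect and GSK-3 inhibitor IX positive control for full effect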
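Test system: human HeLa cells, endogenous beta-catenin. Times: 24 h compound exposure, 37°C. Measured by: beta-catenin immunofluorescence imaging with DAPI.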
P. falciparum M17LAP: P. falciparum M17LAP inhibitors, primary screen, biochemical, fluorogenic H-Leu-NHMec substrate, 1536-well (AID 1619); hit rate 0.38% among 220,000; recombinant M17LAP, H-Leu-NHMec fluorogenic kinetic assay; higher % means a stronger effect; one-dose inhibition, % at 30 µM; IC50 in µM for titrated hits;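 active = compound inhibiting the enzyme by more than half at any dose during confirmatory dose-response retesting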;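 note: plate controls were full reaction with DMSO carrier for no effect and no enzyme background for full effect; strong numbers were not always called active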
Autophagy mod: autophagy modulation, high-content screen | AID 463193 | hit rate 0.98% among 190,000 | MEF GFP-LC3 puncta imaging; test concentration mostly 10 µM | calls only at 10 µM (by protocol);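 active = percentage of spot-positive cells more than 3 SD above its plate mean, without a fluorescence outlier flag or 80% toxicity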;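 note: spot-positive cell cutoff set from DMSO-treated cells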
P. falciparum M1AAP: P. falciparum M1AAP inhibitors, biochemical, fluorogenic H-Leu-NHMec substrate, 1536-well (AID 1445); recombinant M1AAP, H-Leu-NHMec fluorogenic kinetic assay; higher % means a stronger effect; inhibition, % at 30 µM; hits with a dose series show IC50 in µM; hit rate 0.42% among 220,000;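 active = primary inhibition above the hit cutoff, then over 50% inhibition at one or more dose response concentrations, cut at about 23% in these data, passing the limit was not always enough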;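 note: plate controls were DMSO full reaction for no effect and no enzyme background for full effect; strong numbers were not always called active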
MT stabilize HCS: microtubule stabilizers in HeLa cells. HeLa tubulin immunostaining HCS, 24 h; share of cells brighter than vehicle mean+2SD. % tubulin-high responders, % at 10 µM. hit rate 0.83% among 200,000;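 active = plate Z-score above 3 for both tubulin-high and condensed-nucleus cell shares, with cell loss under 80%, at 10 µM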;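 note: anti alpha tubulin signal scored within the nucleus-defined area of each cell; some results filed as inactive read as strong as hits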
UTI89 phage lysis: inhibition of K1F phage lysis, E. coli UTI89, bacterial capsule biogenesis inhibitors, alamar blue (AID 488966); E. coli UTI89 K1F phage lysis, alamar blue, 2 h; higher % means a stronger effect; one-dose inhibition, % at 100 µM; IC50 in µM for titrated hits; hit rate 0.02% among 340,000;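 active = phage lysis inhibition, versus mean bacterial control, above a set limit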;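 note: capsule biogenesis inhibitors block K1F phage lysis so surviving cells raise fluorescence; higher fluorescence means more inhibition of phage lysis; actives were called in the ten point dose series up to 300 µM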
ER stress rescue: rescue of cells from ER stress-induced death, primary screen, 384-well, CSM14.1, thapsigargin, ATP luminescence (AID 1222) | one-dose cellular ATP content (survival), % at 20 µM; EC50 in µM for titrated hits | 190,000 tested, under 10 active | CSM14.1 thapsigargin-induced death rescue, ATP luminescence; higher % means a stronger effect;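 active = EC50 below 50 µM in the dose-response confirmation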;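 note: death triggered by thapsigargin at about 15 µM added after 2 h compound pretreatment; cell ATP read after overnight thapsigargin exposure of roughly 18 to 22 hours; normalized against plate controls of thapsigargin alone and 5% DMSO vehicle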
Dynein cargo inh: blocks dynein driven cargo transport along microtubules; 3617.4 mouse cells, GR-EGFP nuclear translocation imaging; test concentration mostly 20 µM; stimulated with dexamethasone, 1 µM; active compounds read low; z-score, hits read low; hit rate 0.47% among 220,000; AID 1381;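 active = plate z-score of nuclear minus cytoplasmic receptor signal below a set negative limit, without overly bright fluorescence or cell loss, cut at about -3.5 in these data, passing the limit was not always enough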;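 note: z-score of nuclear minus cytoplasmic ring GR-EGFP intensity difference per well; some compounds called inactive have numbers as strong as hits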
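medium = tetracycline-free induction medium containing charcoal-stripped FBS | probe or stimulus = dexamethasone, 1.0 µM final | timing = 48 h induction, then 1 h compound, then 30 min agonist, 37 °C | detection = automated 10x imaging of fixed Hoechst-stained cells | read-out basis = nuclear versus cytoplasmic GR-EGFP signal, averaged per well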
Insulin prom up: MIN6 insulin promoter up-regulation. MIN6 insulin promoter-GFP reporter, high-content imaging; active compounds read high. z-score at 5 µM. hit rate 0.3% among 190,000;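 active = z-score above 3 at 5 µM with at least 500 cells counted in the well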
Dynein cargo inh cytoplasmic EGFP: also measured in Dynein cargo inh; calls as there; z-score; measured here: cytoplasmic GR-EGFP intensity; active compounds read high
Dynein cargo inh nuclear GR-EGFP: second read-out of Dynein cargo inh, no call of its own (marks repeat the call); z-score; measured here: nuclear GR-EGFP intensity;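 lower value marks the stronger effect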
Dynein cargo inh cell count: second read-out of Dynein cargo inh, no call of its own (marks repeat the call); z-score; measured here: cell count per field
Insulin prom up cell count: further read-out of Insulin prom up, marked with its call; cell count; measured here: cytotoxicity, nuclei count;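 total cells summed across four imaged fields per well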
b-catenin transl cell count 5 µM: recorded beside b-catenin transl, whose call it bears; cell count; measured here: cell count, cytotoxicity flag
MT stabilize HCS Hoechst-high %: further read-out of MT stabilize HCS, marked with its call; % Hoechst-high responders; measured here: nuclear condensation Hoechst responders;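 share of cells brighter than vehicle mean plus two SD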
MT stabilize HCS cytotoxicity %: further read-out of MT stabilize HCS, marked with its call; toxicity, %; measured here: cytotoxicity by cell density;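 0% = mean cell density of plate MIN control wells and 100% = no cells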
Autophagy mod cell loss 18 h: also measured in Autophagy mod; calls as there; toxicity, %; measured here: cell loss, nuclei count;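 cell loss after 18 h compound exposure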
* marks the source's active call; other numbers are inactive results; i = inactive; x = not tested or not shown; [ ] = remark or other dose.

The line under a structure holds: b-catenin transl	b-catenin transl cell count 5 µM	P. falciparum M17LAP	Autophagy mod	Autophagy mod cell loss 18 h	P. falciparum M1AAP	MT stabilize HCS	MT stabilize HCS Hoechst-high %	MT stabilize HCS cytotoxicity %	UTI89 phage lysis	ER stress rescue	Dynein cargo inh	Dynein cargo inh cytoplasmic EGFP	Dynein cargo inh nuclear GR-EGFP	Dynein cargo inh cell count	Insulin prom up	Insulin prom up cell count
> CCOc1ccc(N2C(=O)CC(N(CCc3ccccc3)C(=O)/C=C/C(=O)O)C2=O)cc1 (stereo unspecified)
→ -0.4	1607	45%	i	0	3%	1.7	1.4	5.7	x	0.2%	-0.94	-0.36	-0.61	1	x	x
> N#CCOC(=O)/C=C/c1ccc2c(c1)OCO2
→ -0.6	1013	1%	i	-8	11%	4.4	2.2	13	0.1%	1.7%	-1.4	-0.049	-0.77	0.88	0.46	985
> c1ccc(Nc2ccc(-n3ccnc3)nn2)cc1
→ 0.2	1463	10%	i	-6	8%	1.9	2.0	5.4	0.1%[50 µM]	0.2%	-1.4	-0.14	-0.85	0.15	x	x
> CC1CCCN(C(C(=O)Nc2ccc(C(C)C)cc2)c2ccc3c(c2)OCO3)C1 (stereo unspecified)
→ x	x	15%	i	8	8%	3.1	2.7	6.9	0.7%	0.6%	-0.37	-0.2	-0.16	-0.22	0.14	754
> Cc1ccc(C(=O)c2ccccc2C(=O)OCC(=O)Nc2ccc(SC(F)F)cc2)cc1
→ x	x	-14%	i	-7	1%	3.1	3.2	16	0.1%	-2.9%	-0.3	-0.27	-0.49	0.34	1.5	1243
> O=[N+]([O-])c1ccc2nc(CCCO)[nH]c2c1
→ -0.1	1552	2%	i	-7	5%	2.2	2.1	15	x	-1.0%	1.5	-0.2	0.17	-0.88	-0.21	1474
> CS(=O)(=O)N1CCN=C1SCc1ccc([N+](=O)[O-])cc1
→ 0.2	1063	-2%	i	2	-4%	1.6	2.5	11	0.5%	-2.4%	0.16	-0.27	0.21	0.68	x	x
> CC(C)N(C1=N/C(=C\c2ccco2)C(=O)N1c1ccccc1)C(C)C
→ -4.2	1107	-9%	i	-5	2%	1.9	1.7	7.7	1.2%	-3.4%	-0.14	-0.037	0.39	0.7	-0.21	960
> COc1ccc(/C=N/NC(=O)c2[nH]c3ccc(Br)cc3c2-c2ccccc2)cc1
→ 42	168	5%	i	55	3%	14*	21*	50*	-0.1%	-1.4%	-0.81	-0.19	-0.66	1.5	-2.9	555
> COc1ccc(N2C(=O)CCC2(C(N)=O)c2ccccc2)cc1 (stereo unspecified)
→ -0.7	1085	-4%	i	-35	-5%	1.9	1.7	2.5	0.3%	-0.1%	0.8	-0.19	0.6	-0.82	-0.05	1532
> N#CC1=C2Nc3ccccc3N2C(=O)NC1(c1ccccc1)C(F)(F)F (stereo unspecified)
→ -0.7	1060	1%	i	26	3%	2.9	2.0	2.1	-0.3%	-0.1%	0.38	-0.18	0.98	-0.26	x	x
> COc1ccc(NC(=O)C2(c3ccc(NC(=O)c4ccc(OC(C)=O)cc4)cc3)CCCC2)cc1
→ 1.7	1351	-6%	i	-1	5%	1.1	1.4	10	0.3%	-1.7%	0.65	-0.2	0.33	-0.94	-0.46	1608
> O=C(C(Cc1ccccc1)n1cccc1)N1CCCCC1 (stereo unspecified)
→ x	x	0%	i	8	7%	3.0	2.9	5.0	0.3%	2.4%	-1.1	0.39	-0.44	0.59	-0.62	1028
> Cc1ccnc(NS(=O)(=O)c2ccc(C(C)(C)C)cc2)c1
→ -1.0	1010	-3%	i	3	4%	2.8	1.3	5.8	x	4.9%	0.24	0.6	0.13	0.4	-0.9	1424
> O=C(Nc1ccc(N2CCOCC2)cc1)c1cc2c(s1)CCCCC2
→ -3.6	1107	10%	i	43	3%	2.4	1.8	11	0.0%	1.5%	-0.5	-0.32	-0.078	0.82	-1.1	1633
> CCOc1ccccc1C(=O)Nc1nncs1
→ -0.8	1093	-4%	i	3	1%	1.2	1.5	7.0	0.0%	2.2%	-0.17	0.13	-0.056	0.39	1.4	680
> O=c1c2ccccc2nc(SCc2cc(F)ccc2F)n1C1CCCC1
→ -1.9	809	15%	i	47	7%	6.5	3.0	12	0.1%	0.3%	0.044	-0.33	-0.41	1.1	-0.35	1528
> O=C(COC(=O)COc1ccc(Nc2ccccc2)cc1)NCc1ccco1
→ 2.3	1357	-2%	i	20	6%	4.8	2.5	9.7	0.9%	-1.2%	2.2	0.26	1.3	-1.9	-0.11	1533
> O=C(O)CSc1nnc(-c2ccccc2)o1
→ 0.8	800	7%	i	-4	9%	5.7	3.7	0.5	3.5%	4.5%	-1	-0.26	-0.31	0.98	0.46	1184
> Nn1c(SCC(=O)Nc2ccccc2F)nnc1-c1cccnc1
→ -2.2	984	8%	i	-4	17%	2.1	1.4	2.8	-2.2%	0.5%	-0.74	-0.18	-0.26	1.1	0.14	1416
> COc1ccc2c(c1)CCc1c-2nc2ccccc2c1N1CCOCC1
→ 1.8	1256	-51%	x	x	9%	x	x	x	0.2%	x	-0.31	-0.14	0.27	-1.2	-1.1	916
> COc1ccccc1CNC(=O)COc1ccc(C)nc1[N+](=O)[O-]
→ 0.0	1149	8%	i	4	10%	2.0	2.0	7.7	-0.2%	-1.1%	-0.44	-0.049	-0.089	-0.15	-0.76	1330
> O=C(CSc1nnc(-c2ccco2)o1)NCC(=O)c1ccccc1
→ x	x	32%	i	-5	1%	3.3	3.0	6.2	3.9%	-2.0%	-0.58	-0.2	-0.49	0.46	x	x
> CC1(C)Cc2c(C#N)c(OCC(=O)c3ccc(Cl)cc3)nc(-c3ccoc3)c2CO1
→ -2.5	1127	4%	i	23	3%	6.9	11	5.8	-0.1%	-0.9%	0.32	-0.31	0.17	-0.1	2.3	1748
> Cc1occc1C(=O)NNC(=O)COc1ccc(Br)cc1Br
→ -1.5	489	10%	i	-14	-3%	3.0	3.2	6.1	1.6%	1.0%	1.3	-0.27	0.31	-0.68	-0.24	1193
> CN(C)CCNC=C(C(=O)Nc1ccc(Cl)cc1Cl)C(=O)Nc1ccc(Cl)cc1Cl
→ 0.8	1018	3%	i	-3	7%	1.6	1.2	1.5	-1.6%[50 µM]	0.6%	-0.35	-0.22	-0.69	0.65	0.33	1605
> O=C(CCCn1c(SCc2cc(=O)n3ccccc3n2)nc2ccccc2c1=O)NCC1CCCO1 (stereo unspecified)
→ 1.0	611	4%	i	17	6%	2.0	1.0	0.9	0.3%	1.6%	-0.045	-0.29	0.11	0.27	x	x
> O=C(O)CCNC(=S)Nc1cccc(F)c1
→ 1.3	1258	-5%	x	x	5%	x	x	x	0.8%	x	0.37	0.3	0.59	-0.59	-0.28	1089
> Cc1nn(C(C)C(=O)N/N=C/c2ccc(N(C)C)cc2)c(C)c1[N+](=O)[O-] (stereo unspecified)
→ 0.0	1350	16%	x	x	8%	x	x	x	0.8%	x	0.93	-0.22	0.48	-0.95	-0.1	1093
> CN(Cc1cnccn1)C(=O)CC1C(=O)NCCN1Cc1c(F)cccc1Cl (stereo unspecified)
→ 0.1	1302	4%	x	x	3%	x	x	x	0.2%	x	-1	0.22	-0.5	0.55	-0.06	1222

Arranged by length of the SMILES (highest first): three of the compounds above.
The line under a structure holds: b-catenin transl	b-catenin transl cell count 5 µM	P. falciparum M17LAP	Autophagy mod	Autophagy mod cell loss 18 h	P. falciparum M1AAP	MT stabilize HCS	MT stabilize HCS Hoechst-high %	MT stabilize HCS cytotoxicity %	UTI89 phage lysis	ER stress rescue	Dynein cargo inh	Dynein cargo inh cytoplasmic EGFP	Dynein cargo inh nuclear GR-EGFP	Dynein cargo inh cell count	Insulin prom up	Insulin prom up cell count
> CN(C)CCNC=C(C(=O)Nc1ccc(Cl)cc1Cl)C(=O)Nc1ccc(Cl)cc1Cl
→ 0.8	1018	3%	i	-3	7%	1.6	1.2	1.5	-1.6%[50 µM]	0.6%	-0.35	-0.22	-0.69	0.65	0.33	1605
> O=[N+]([O-])c1ccc2nc(CCCO)[nH]c2c1
→ -0.1	1552	2%	i	-7	5%	2.2	2.1	15	x	-1.0%	1.5	-0.2	0.17	-0.88	-0.21	1474
> c1ccc(Nc2ccc(-n3ccnc3)nn2)cc1
→ 0.2	1463	10%	i	-6	8%	1.9	2.0	5.4	0.1%[50 µM]	0.2%	-1.4	-0.14	-0.85	0.15	x	x
